ANO1 activ: activators or potentiators of mouse TMEM16A chloride channel | Q8BHY3 | HEK293 TMEM16A/YFP-H148Q/I152L, iodide quench fluorescence; active compounds read low | B-score at 10 µM | 340,000 tested, 0.3% active | AID 623877;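 active = fluorescence-ratio B-score plate-corrected deviation score at least 3 library SD below zero, with starting fluorescence score within 5 deviations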;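 also: channel opened by trigger with iodide after compound preincubation; score built on the fluorescence ratio of max minus min over baseline; more negative score means more quench and so TMEM16A activation or potentiation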
HDAC3 inh: human HDAC3 inhibition; O15379; recombinant HDAC3, fluorogenic peptide/trypsin coupled, fluorescence; inhibition, % at 8.3 µM; 320,000 tested, 0.15% active; AID 2718; in the data active = inhibition above about 26%, passing the limit was not always enough; inconclusive = no clear call, values can overlap the other calls
KCNQ1 inh: human KCNQ1 channel inhibition; P51787; B-score at 10 µM; CHO-K1 KCNQ1, FluxOR thallium flux fluorescence; active compounds read high; 310,000 tested, 1.3% active;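 active = compounds whose thallium flux B-score, printed positive for inhibition, exceeds three library SD while starting fluorescence stays within three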;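 also: channel opened by potassium depolarization with thallium stimulus after 20 min compound exposure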
hERG rescue: shields human hERG channel from block by proarrhythmic agents. Q12809. CHO-hERG, FluxOR thallium flux, dofetilide IC70 present. activation (rescue from dofetilide block), less the hit threshold, % at 10 µM. 310,000 tested, 0.51% active. AID 1511;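 active = activation above the mean of controls blocked by dofetilide plus 5 SD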;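 also: thallium influx through hERG after potassium depolarization seen as dye fluorescence rise; in these data hits start at about 4.7%; inactives centre near -7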
KCNK3 block: human KCNK3 channel inhibition, primary screen | O14649 | CHO-KCNK3 thallium flux, FluxOR fluorescence; active compounds read low | B-score at 10 µM | 340,000 tested, 0.84% active;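 active = B-score under library mean minus 4 SD, starting fluorescence ratio at most library mean plus 5 SD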;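 also: more negative B-score means stronger inhibition of thallium flux through KCNK3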
Target sequence (O14649 whole entry, looked up): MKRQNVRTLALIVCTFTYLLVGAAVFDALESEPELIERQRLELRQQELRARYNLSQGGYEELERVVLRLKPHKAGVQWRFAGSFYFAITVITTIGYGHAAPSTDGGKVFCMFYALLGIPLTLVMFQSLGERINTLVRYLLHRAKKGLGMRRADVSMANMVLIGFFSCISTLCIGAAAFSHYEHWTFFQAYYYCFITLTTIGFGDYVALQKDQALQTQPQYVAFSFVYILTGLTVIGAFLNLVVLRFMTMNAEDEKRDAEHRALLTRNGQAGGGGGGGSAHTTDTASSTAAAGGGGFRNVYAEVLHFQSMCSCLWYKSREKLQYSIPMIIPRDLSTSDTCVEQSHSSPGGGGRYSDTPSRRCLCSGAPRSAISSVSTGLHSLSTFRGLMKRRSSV
TMEM16A inh: inhibitors of mouse TMEM16A calcium-activated chloride channel; HEK293 TMEM16A/YFP iodide influx fluorescence, ionomycin; normalized B-score (activity score, 25-100; higher = stronger inhibition) at 10 µM; 310,000 tested, 1.2% active; AID 588511;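 active = ratio plate-corrected score three or more library SD toward inhibition, starting fluorescence score within five deviations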;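 also: score derived from kinetic fluorescence span divided by baseline fluorescence per well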
KCNK9 inh: inhibitors of human KCNK9 two-pore domain potassium channel | Q9NPC2 | HEK293 KCNK9, FluxOR thallium flux fluorescence; active compounds read low | B-score at 10 µM | 310,000 tested, 1.2% active | AID 488922;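 active = ratio B-score over 3 SD below the library mean, with starting fluorescence within 5 SD of its mean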;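 also: negative B-score means less thallium flux so channel inhibition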
Target sequence (Q9NPC2 whole entry, looked up, the tested form may be a part): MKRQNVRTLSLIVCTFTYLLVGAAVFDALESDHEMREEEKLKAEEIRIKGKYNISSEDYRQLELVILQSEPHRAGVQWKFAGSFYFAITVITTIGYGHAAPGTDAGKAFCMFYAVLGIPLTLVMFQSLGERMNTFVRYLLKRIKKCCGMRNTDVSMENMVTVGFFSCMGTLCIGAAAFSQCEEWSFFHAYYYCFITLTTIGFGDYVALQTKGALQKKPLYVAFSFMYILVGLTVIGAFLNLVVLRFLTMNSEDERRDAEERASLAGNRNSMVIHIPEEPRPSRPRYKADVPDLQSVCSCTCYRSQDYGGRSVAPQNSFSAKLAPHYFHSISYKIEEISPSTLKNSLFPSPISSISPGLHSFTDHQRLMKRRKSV
KCNQ1 pot: potentiators or activators of human KCNQ1 potassium channel; AID 2648; 310,000 tested, 0.35% active; B-score at 10 µM; CHO-K1 KCNQ1, thallium flux FluxOR fluorescence; active compounds read high;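 active = fluorescence ratio B-score, a plate-corrected score, at least three library SD, with initial intensity B-score within 5 SD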
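Assay system: CHO-K1 cells stably expressing KCNQ1; Medium: assay buffer with matched DMSO; Also added: K+/Tl+ depolarizing stimulus; Dosing: single dose; Timing: dye 90 min, compound 20 min, room temperature; Measured by: kinetic FluxOR thallium fluorescence, 10-s 1-Hz baseline, 110-s post-stimulus read; Read-out: peak-minus-minimum fluorescence over initial fluorescence, negative-control normalized, B-scored.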
TRPC4 potent: allosterically enhances the mouse TRPC4 cation channel | Q9QUQ5 | HEK293 TRPC4beta/mu-opioid, DAMGO EC20, Fluo-4 Ca2+ flux; active compounds read high | B-score at 10 µM | 310,000 tested, 0.42% active | AID 2227;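 active = B-score of calcium response area above 5 SD of library B-scores, with initial fluorescence ratio within 5 SD of library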;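 also: B-score of integrated fluorescence ratio over time as area under calcium response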
Dyrk1A ADPGlo: Dyrk1A (rat) kinase inhibition; Q63470; ADP-Glo luminescence, NFATc1 peptide; inhibition, % at 12.5 µM; 310,000 tested, 0.43% active; AID 504441; in the data active = inhibition above about 50%;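 also: plate controls were vehicle with enzyme for no effect and no enzyme for full effect; many of its hits are not listed in these tables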
TRPC4 agonist: TRPC4 (mouse) channel activation; Q9QUQ5; HEK293 TRPC4beta/mu-opioid, Fluo4 calcium fluorescence; active compounds read high; B-score at 10 µM; AID 2237; 310,000 tested, 0.49% active;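 active = B-score above 5 SD of library B-scores, and initial fluorescence ratio not above library mean plus 5 SD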;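 also: positive B-score marks a calcium rise read as TRPC4 activation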
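system = HEK293 cells stably co-expressing mouse TRPC4beta and mu-opioid receptor | schedule = Fluo4 dye loading 45 min at room temperature, 110 s recording | measure = B-scored integrated calcium fluorescence ratio | signal = Fluo4 calcium-sensitive dye fluorescence, kinetic, 1 Hz baseline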
* hit, by the source's call; i = inactive; ? = inconclusive; / = not tested or not shown. The list is partial, so the mix of outcomes need not match the whole.

Results follow in this order: ANO1 activ	HDAC3 inh	KCNQ1 inh	hERG rescue	KCNK3 block	TMEM16A inh	KCNK9 inh	KCNQ1 pot	TRPC4 potent	Dyrk1A ADPGlo	TRPC4 agonist
1) COC(=O)CSc1cc([N+](=O)[O-])ccc1NC(=O)OC
    i	3	i	-8	i	i	i	i	i	0	i
2) CN(C)c1nc(-c2ccccn2)nnc1-c1ccccc1
    i	-1	i	-2	i	i	i	i	i	-1	i
3) CC(C)(C)c1cc(C(=O)NNC(=O)Nc2cccc(Cl)c2)n(Cc2ccccc2)n1
    i	?	i	-12	i	i	i	i	i	3	i
4) O=c1c2ccc([N+](=O)[O-])cc2ncn1CCOc1cccc(Br)c1
    i	3	i	-7	i	i	i	i	i	0	i
5) O=c1c2ccccc2nc(SCc2ccc(F)cc2Cl)n1CCCN1CCOCC1
    i	8	i	-12	i	i	i	i	i	8	i
6) CSc1ccccc1OC1CCN(Cc2ccccc2)CC1
    i	5	i	-5	i	i	i	i	i	8	i
7) COCC(=O)NC1CC2CCC(C1)N2C(=S)Nc1ccccc1C(=O)OC (configuration not stated)
    i	-1	i	-3	i	i	i	i	i	/	i
8) COC(=O)[C@H](Cc1ccccc1)NC(=O)N1CCC(C)CC1
    i	-7	i	-6	i	i	i	i	i	-4	i
9) CCCCn1c(N)c(N(CCOC)C(=O)c2ccc(N(C)S(=O)(=O)c3ccc(C)cc3)cc2)c(=O)[nH]c1=O
    i	-1	i	-9	i	i	i	i	i	-5	i
10) O=c1[nH]c2ccc(NS(=O)(=O)c3ccc4ccccc4c3)cc2[nH]1
    i	0	i	-11	i	i	i	i	i	24	i
11) O=C1COc2ccc(C(=O)NCc3ccco3)cc2N1
    i	?	i	0	i	i	i	i	i	15	i
12) O=C1/C(=C\c2ccco2)SC(=S)N1C1CCCCC1
    /	3	i	-9	/	i	i	i	i	/	i
13) N=c1sccn1CC(=O)Nc1ccc(S(N)(=O)=O)cc1
    i	/	i	-6	i	i	i	i	i	-7	i
14) CCOC(=O)/C(C#N)=C/Nc1cc(C(C)(C)C)sc1C(C)=O
    i	-3	i	-3	i	i	i	i	i	0	i
15) O=[N+]([O-])c1ccc(Oc2cccc3cccnc23)c(Cl)c1
    i	2	i	-9	i	i	i	i	i	13	i
16) C=CCc1cc(C)ccc1OCCOCCC(C(=O)OCC)C(=O)OCC
    i	10	i	-13	i	i	i	i	i	3	i
17) COC(=O)c1c(C)oc2ccc(N(C(=O)c3ccncc3)S(=O)(=O)c3ccc(C)cc3C)cc12
    i	15	9*	-11	i	i	i	i	i	2	i
18) CCNC(=O)CSc1ncnc2sccc12
    i	8	i	-7	i	i	i	i	i	1	i
19) O=C(N/N=C/c1ccncc1)c1cc(-c2ccc(Br)s2)[nH]n1
    i	4	i	-7	i	i	i	i	i	-2	i
20) CCC(O)C1CCN(C(=O)c2cc(COc3ccc4ncccc4c3)on2)CC1 (configuration not stated)
    i	-3	8*	-15	i	100*	i	i	i	2	i
21) Cc1noc(C)c1CN1C(=O)c2ccccc2C1=O
    i	3	i	-12	i	i	i	i	i	-5	i
22) C=CCn1c(COc2ccc(F)cc2)nnc1SCC(=O)N1CC(=O)Nc2ccccc21
    i	-4	i	-15	i	i	i	i	i	-1	i
23) O=C(Nc1nccs1)C1CC(=O)N(c2ccc(Cl)cc2)C1 (configuration not stated)
    i	-9	i	0	i	i	i	i	i	-1	i
24) Cc1ccc(NC(=S)NC2CCSc3ccccc32)cc1 (configuration not stated)
    i	-16	i	-4	i	i	i	i	i	7	i
25) Cc1ccc(OCC(O)CNCc2ccc(F)cc2)cc1 (configuration not stated)
    i	-1	i	-8	i	i	i	i	i	-3	i
26) O=C(/C=C/c1ccccc1)Oc1ccccc1C(=S)N1CCOCC1
    i	3	i	-17	i	i	i	i	i	/	i
27) C=CCc1cc(C)ccc1OCCn1ccnc1
    i	-4	i	-5	i	i	i	i	i	1	i
28) COc1cccc(CNC(=O)CSc2ccc(-c3ccncc3)nn2)c1
    /	1	i	-5	/	i	i	i	i	/	i
29) O=C(CCN1C(=O)C2C3C=CC(C3)C2C1=O)NCc1cccnc1 (configuration not stated)
    i	-3	i	-7	i	i	i	i	i	-1	i
30) COc1ccc(CN(CC2CCC(C(=O)O)CC2)C(=S)Nc2cc(Cl)ccc2OC)cc1 (configuration not stated)
    i	/	i	-7	i	i	i	i	i	3	i
31) Cc1ccc2cc(CN(CC3CCCO3)C(=O)Nc3ccccc3F)c3nnnn3c2c1 (configuration not stated)
    i	5	i	-7	i	i	i	i	i	-2	i
32) OC(CNCCc1ccccc1)COc1ccc(OCC(O)CNCCc2ccccc2)cc1 (configuration not stated)
    i	-6	i	-7	i	i	i	i	22*	/	i
33) CCn1cc(S(=O)(=O)c2ccc(OC)cc2)c(=O)c2cc(OC)ccc21
    i	8	i	-12	i	i	i	i	i	-3	i
34) O=C(O)c1ccccc1C(=O)N1CCN(C(=O)c2ccccc2Cl)CC1
    i	-3	i	-3	i	i	i	i	i	-2	i
35) Cn1ncc(Cl)c1C(=O)NC(=S)Nc1sc2c(c1C#N)CCCCC2
    i	7	i	-4	i	i	i	i	i	4	i
36) Cc1cc(C)nc(N2CCCC(C(=O)Nc3nnc(C(C)C)s3)C2)n1 (configuration not stated)
    /	/	i	-8	/	/	i	i	i	/	i
37) CC(CC(=O)Nc1cccc(F)c1)S(=O)(=O)c1ccc2c(c1)NC(=O)CO2 (configuration not stated)
    i	-2	i	-8	i	i	i	i	i	0	i
38) Cc1ccc(NC2CCCN(C(=O)c3ccoc3)C2)cc1C (configuration not stated)
    i	/	i	-8	i	i	i	i	i	-1	i
39) CC(=O)c1ccc(NC(=O)CCS(=O)(=O)c2ccc3c(c2)n(C)c(=O)c(=O)n3C)cc1
    i	0	i	0	i	i	i	i	i	14	i
40) Cc1cccc2sc(N(CCCN(C)C)C(=O)c3nc4ccccc4s3)nc12
    i	-4	i	-15	i	i	i	i	i	16	i
41) O=C(NC1CCCN(Cc2ccc(Cl)cc2)C1)c1ccccc1C(F)(F)F (configuration not stated)
    i	0	i	-5	i	i	i	i	i	0	i
42) CSc1sc(C(=O)NCC2CC2)c2c1S(=O)(=O)N(C)c1ccccc1-2
    i	/	i	-9	i	i	i	i	i	14	i
43) CCCCOC(=O)n1c(SCC(=O)N(C)C)nc2ccccc21
    i	-3	i	-11	i	i	i	i	i	-6	i
44) COc1cccc(NC(=O)C(Sc2nnnn2C)c2ccccc2)c1 (configuration not stated)
    i	-3	i	-8	i	i	i	i	i	/	i
45) CC(=O)N1CCC(N(C(=O)Nc2ccc(C)c(C)c2)C2CCCC2)CC1
    i	-2	i	-9	i	i	i	i	i	8	i
46) O=C(Nc1ccccc1C(=O)O)c1ccc(CN2C(=O)c3ccccc3C2=O)cc1
    i	-9	i	-2	i	i	i	i	i	5	i
47) Cc1ccccc1/C=N/Nc1ccnc2cc(Cl)ccc12
    i	-7	i	-7	i	i	i	i	i	4	i
48) CC1CCCC(NC(=O)COC(=O)Cc2c[nH]c3ccccc23)C1C (configuration not stated)
    i	1	i	-23	i	i	i	i	i	-7	i
49) COC(=O)C1CCN(C(=O)/C=C/c2ccccc2)CC1
    i	3	i	-8	i	i	i	i	i	3	i
50) CC(=O)c1cc(C#N)c(NCCCN(C)C)nc1C
    i	-3	i	-4	i	i	i	i	i	-1	i

Other entries follow:
Results follow in this order: ANO1 activ	HDAC3 inh	KCNQ1 inh	hERG rescue	KCNK3 block	TMEM16A inh	KCNK9 inh	KCNQ1 pot	TRPC4 potent	Dyrk1A ADPGlo	TRPC4 agonist
51) N#Cc1ccc(C(=O)Nc2ccn(-c3ccccc3)n2)cc1
    i	2	i	-7	i	i	i	i	i	-4	i
52) CC(=O)Nc1c2c(nn1-c1ccccc1C)CSC2
    i	2	i	-8	i	i	i	i	i	-3	i
53) COc1ccc(NC(=O)C2CC(=O)N(c3ccccc3C)C2)c(OC)c1 (configuration not stated)
    i	-2	i	-8	i	i	i	i	i	-1	i
54) O=C(CSc1nc(-c2ccc(Cl)cc2)[nH]c(=O)n1)Nc1cccc(Cl)c1
    i	1	7*	-7	i	i	i	i	i	5	i
55) COc1ccc(NC(=O)CSc2nnc(CNc3ccc(C)cc3)n2C)cc1
    i	-4	i	-6	i	i	i	i	i	-2	i
56) CC[C@@H](C)[C@H](NC(=O)Cc1c(C)c2cc3c(C)c(C)oc3c(C)c2oc1=O)C(=O)O
    i	0	i	-7	i	i	i	i	i	3	i
57) O=C(OC1CCOC1=O)c1cc(Cl)ccc1[N+](=O)[O-] (configuration not stated)
    i	1	i	-3	i	i	i	i	i	-4	i
58) COc1ccc(C(=O)N=C2SC3CS(=O)(=O)CC3N2c2ccc(C(C)=O)cc2)cc1 (configuration not stated)
    i	0	i	0	i	i	i	i	i	/	i
59) CC(C)OCCCNC(=O)c1sc(=S)n(C)c1N
    i	3	i	-16	i	i	i	i	i	2	i
60) Cc1ccc(-c2nnc(N3CCN(S(C)(=O)=O)CC3)c3ccccc23)cc1
    i	3	i	-9	i	i	i	i	i	-6	i
61) Cc1nc2ccccn2c1-c1csc(Nc2cccc(C(=O)O)c2)n1
    i	-2	i	-2	i	i	i	i	i	/	i
62) COc1cccc(OC)c1C(=O)NC(=S)NCc1ccco1
    i	0	i	-8	i	i	i	i	i	6	i
63) CC(C)(C)Nc1nc(Cl)nc(NC(C)(C)C)n1
    i	-1	i	-4	i	i	i	i	i	1	i
64) CC(OC(=O)c1ccc2c(c1)C(=O)N(Cc1ccncc1)C2=O)C(=O)Nc1cccc(Cl)c1Cl (configuration not stated)
    i	/	i	-2	i	i	i	i	i	-3	i
